# Assay outcomes from PubChem.
# CDK5 p35 inh: CDK5/p35 (human) kinase inhibition; Recombinant CDK5/p35, ADP-Glo luminescence, 60 min; inhibition, % at 10 µM; 330,000 tested, 0.01% active;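 active = highest replicate inhibition of at least 50% and at least 75% of replicates reaching 50%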;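 note: plate controls were DMSO neutral control for no effect and GW8510 at 10 µM for full effect; many of its hits are not listed in these tables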
# dFosB activator: activators of mouse delta FosB homodimer; 340,000 tested, 0.99% active; P13346; purified delta FosB, TAMRA-CDK5 oligo fluorescence polarization; percent of positive-control signal above neutral wells; activation, % at 25 µM; AID 493131;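 active = mean activation above about 17%, with every replicate also reaching it, limit read from the data, passing the limit was not always enough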;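 note: fluorescence polarization rise as delta FosB binds a TAMRA Cdk5 AP-1 oligo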
# MITF act: activators of MITF-driven TRPM1 promoter activity in SK-MEL-5 cells | SK-MEL-5 TRPM1-promoter luciferase, 24 h; % of positive control, neutral wells = 0 | activation, % at 12.5 µM | 300,000 tested, 0.75% active | AID 588334;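 active = mean activation of at least 80% with every replicate also reaching 80%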;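 note: 0% = neutral control wells and 100% = parthenolide positive control wells; values of inactives mirror those of a sister screen read the other way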
# cardiac RTF act: cardiac RTF calcium sensitization; P19429+P45379; IANBD-labeled TnC RTF fluorescence at EC20 calcium; 0% EC20 calcium, 100% full calcium; activation, % at 7.2 µM; 340,000 tested, 0.24% active; AID 493008;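 active = activation above the mean over all tested compounds plus 3 SD, cut at about 30% in these data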;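 note: rise in fluorescence read as greater calcium sensitivity of cardiac thin filaments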
# HTR5A ag: activates human HTR5A in OPRM1-OPRD1 agonist counter-screen; P47898; HTR5A agonist assay, luminescence, cell-based; activation, % at 9.3 µM; 340,000 tested, 0.61% active; AID 504692; in the data active = activation mostly above about 9.5%, no sharp cut-off; inactive = mostly below about 7.6%;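 note: 0% = cells with vehicle only and 100% = reference agonist; strong numbers were not always called active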
# PvdQ acylase: P. aeruginosa PvdQ acylase inhibition; purified PvdQ acylase, fluorescence plate reader; inhibition, % at 10 µM; 340,000 tested, 0.063% active; in the data active = inhibition above about 30%, passing the limit was not always enough;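 note: 0% = vehicle neutral wells and 100% = reference inhibitor wells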
# SR-BI uptake up: SR-BI HDL lipid transfer activation; 320,000 tested, 0.096% active; CHO ldlA[mSR-BI] cells, DiI-HDL uptake fluorescence, 3 h; 100 = double the neutral-control signal; activation, % at 12.5 µM;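 active = mean replicate activation of at least 60% and every replicate at or above 60%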;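 note: 0% = median plate neutral-control signal and 100% = twice that signal; values of inactives mirror those of a sister screen read the other way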
#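 Material: SR-BI-overexpressing, LDLR-lacking CHO cells; schedule: compound exposure 3 h, 37 °C; reagent: DiI-labelled HDL at 10 µg/mL final; technique: bottom-read fluorescence, 550/595 nm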
# Rtt109 Vps75: inhibitors of Candida albicans Rtt109/Vps75 histone acetyltransferase. Q5AAJ8. purified Rtt109/Vps75, ThioGlo CoA-SH fluorescence, 4 h. inhibition, % at 34.9 µM. 330,000 tested, 0.16% active. AID 540336;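 active = inhibition of at least 50% in every replicate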
# Target sequence (Q5AAJ8 whole entry, looked up): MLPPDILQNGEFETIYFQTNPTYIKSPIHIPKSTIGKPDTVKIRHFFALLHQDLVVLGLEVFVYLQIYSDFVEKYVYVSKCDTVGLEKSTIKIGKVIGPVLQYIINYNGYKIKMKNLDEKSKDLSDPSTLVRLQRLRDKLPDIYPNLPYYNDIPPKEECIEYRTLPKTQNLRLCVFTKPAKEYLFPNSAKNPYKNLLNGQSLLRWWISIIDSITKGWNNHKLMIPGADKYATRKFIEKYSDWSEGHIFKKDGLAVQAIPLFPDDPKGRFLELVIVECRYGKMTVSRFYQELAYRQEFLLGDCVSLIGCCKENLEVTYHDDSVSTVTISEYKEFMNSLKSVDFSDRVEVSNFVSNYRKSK
# Wnt act: activators of Wnt/beta-catenin signaling; Wnt/beta-catenin reporter cell assay, activator, plate reader; activation, % at 9.35 µM; 300,000 tested, 1.2% active; AID 743398; in the data active = activation above about 30%, passing the limit was not always enough;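 note: 0% = neutral control wells and 100% = positive control wells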
# SR-BI HDL uptake: mouse SR-BI HDL lipid transfer inhibition | Q61009 | ldlA[mSR-BI] CHO cells, DiI-HDL uptake fluorescence, 3 h | inhibition, % at 12.5 µM | 320,000 tested, 0.96% active;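 active = mean replicate inhibition of at least 70% and a set share of replicates each scoring 70 or more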;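 note: 0% = median of neutral control wells and 100% = median of positive control wells; values of inactives mirror those of a sister screen read the other way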
# Target sequence (Q61009 whole entry, looked up): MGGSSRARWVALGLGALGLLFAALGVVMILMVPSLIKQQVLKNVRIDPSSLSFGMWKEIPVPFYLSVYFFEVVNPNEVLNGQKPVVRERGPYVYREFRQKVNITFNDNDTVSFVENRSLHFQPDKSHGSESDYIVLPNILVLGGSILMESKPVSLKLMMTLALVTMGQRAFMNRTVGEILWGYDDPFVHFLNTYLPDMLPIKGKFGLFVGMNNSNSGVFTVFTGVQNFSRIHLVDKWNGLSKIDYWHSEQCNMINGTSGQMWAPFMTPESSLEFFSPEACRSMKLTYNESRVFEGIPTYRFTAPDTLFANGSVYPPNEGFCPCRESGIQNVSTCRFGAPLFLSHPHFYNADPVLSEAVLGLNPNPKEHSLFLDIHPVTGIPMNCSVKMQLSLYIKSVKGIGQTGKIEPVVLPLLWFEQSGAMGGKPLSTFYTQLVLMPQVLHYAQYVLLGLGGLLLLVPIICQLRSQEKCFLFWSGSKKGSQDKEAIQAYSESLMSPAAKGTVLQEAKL
# * hit, by the source's call; . = no result given.
SMILES,CDK5 p35 inh,dFosB activator,MITF act,cardiac RTF act,HTR5A ag,PvdQ acylase,SR-BI uptake up,Rtt109 Vps75,Wnt act,SR-BI HDL uptake
CCCCn1c(N)c(N(CCOC)C(=O)c2ccc(N(C)S(=O)(=O)c3ccc(C)cc3)cc2)c(=O)[nH]c1=O,0.2,2,2,-7,-7,-5,1,4,0,-1
CC(C)Cc1cc(C(=O)Nc2ccc(F)cc2F)no1,0.8,-12,70,3,3,-6,31,7,13,-31
CCN(CC)CCNC(=O)CCc1c(C)nc2c(c(C)nn2-c2ccc(C)c(C)c2)c1C,-1.0,20*,-41,6,3,-24,-47,-3,3,47
CCOC(=O)c1cnc(SCC(=O)Nc2cccc(OC)c2)nc1N,1.3,-5,9,-1,4,-5,5,-4,.,-5
CN1CCN(C2=C(Cl)C(=O)N(c3cccc(Cl)c3)C2=O)CC1,-1.5,2,.,6,0,-6,6,0,-4,-6
Cc1nc2ccc(NC(=O)Cc3cccc(F)c3)cc2s1,-7.6,1,-4,9,3,-13,4,9,0,-4
COc1ccccc1C(=O)C1CCCN(C(=O)c2cccc(Cn3cccn3)c2)C1 (stereo not given),-1.7,-13,3,4,5,-21,-4,4,-1,4
COc1ccc(N/C=C2\CCOC2=O)cc1,6.8,-3,8,2,6,12,34,8,5,-34
CCC1Oc2ccccc2N(CC(=O)NC2CCCCC2C)C1=O (stereo not given),-5.0,-8,-6,-2,1,-14,-3,-5,-1,3
CCc1c(C)[nH]n(CCC#N)c1=O,-0.7,-3,-1,-1,0,-13,17,20,.,-17
Cc1cc(C)n(CCCO)c(=O)c1C#N,-0.4,0,1,-1,-2,-7,1,-6,.,-1
COc1ccccc1N1CCN(C(=O)NCc2ccc(Cl)cc2)CC1,-0.2,-4,5,1,4,-9,-44,-18,1,44
Cc1ccc2c(CC(=O)OCc3csc(C)n3)coc2c1,-1.5,1,2,-5,-5,5,1,17,-3,-1
O=C(CSc1nnc(-c2cccnc2)n1-c1ccc(F)cc1)NCc1ccc2c(c1)OCO2,1.8,-3,2,5,1,-10,5,-1,-2,-5
Cc1ccc(S(=O)(=O)c2c(N)n(-c3ccccc3)c3nc4ccccc4nc23)cc1,-0.3,-8,-5,-2,0,3,-19,-10,-11,19
O=C(/C=C\Nc1ccc2c(c1)OCO2)c1cccs1,1.0,-4,-14,0,1,6,-18,2,10,18
COc1cc(C(=O)COC(=O)C2CC2(Cl)Cl)cc(OC)c1OC (stereo not given),0.6,-7,9,-5,1,-4,-20,-14,1,20
CC(=O)Nc1ccc(NC(=O)C2CCCN(S(=O)(=O)c3ccc(-n4cnnn4)cc3)C2)cc1 (stereo not given),1.1,23*,6,9,4,-16,16,3,1,-16
C/C=C/c1ccc(OCC(=O)OCC)c(OC)c1,1.0,-6,-4,6,4,-7,.,1,0,.
CC(C)(CC1(C)NC(=O)NC1=O)OCc1ccccc1 (stereo not given),-0.6,3,2,-3,2,-10,9,-2,-4,-9
COc1cc(OC)cc(C(=O)NNC(=O)c2ccc(-n3cncn3)c([N+](=O)[O-])c2)c1,1.6,-2,13,4,1,-14,14,-8,0,-14
CCCCn1c(N)c(N(CCOC)C(=O)C2CCN(S(=O)(=O)c3ccccc3)CC2)c(=O)[nH]c1=O,0.7,5,8,6,2,-12,12,-1,0,-12
CCCCNc1nc2ccccc2nc1Cl,-0.5,-5,1,-4,4,3,-7,9,1,7
CN(C1CCS(=O)(=O)C1)S(=O)(=O)c1ccc2ccccc2c1 (stereo not given),1.4,-12,-7,-1,1,-8,-2,4,-2,2

# Among those listed so far, two have a cyano group.
SMILES,CDK5 p35 inh,dFosB activator,MITF act,cardiac RTF act,HTR5A ag,PvdQ acylase,SR-BI uptake up,Rtt109 Vps75,Wnt act,SR-BI HDL uptake
CCc1c(C)[nH]n(CCC#N)c1=O,-0.7,-3,-1,-1,0,-13,17,20,.,-17
Cc1cc(C)n(CCCO)c(=O)c1C#N,-0.4,0,1,-1,-2,-7,1,-6,.,-1

# Remaining list, next part.
SMILES,CDK5 p35 inh,dFosB activator,MITF act,cardiac RTF act,HTR5A ag,PvdQ acylase,SR-BI uptake up,Rtt109 Vps75,Wnt act,SR-BI HDL uptake
O=c1ccc(-c2ccccc2)n[nH]1,-0.8,-4,-4,-3,2,-1,5,-1,2,-5
COc1ccccc1NC(=O)C1=C(C)Nc2nc(-c3ccc(N(C)C)cc3)nn2C1c1ccncc1 (stereo not given),2.5,-1,.,0,-1,-4,-20,-2,-9,20
COC(=O)c1ccc(CSc2nc(C)nc3sc(C)c(C)c23)o1,0.8,-11,-10,1,1,-10,20,3,.,-20
O=C(CSc1ccccc1)NC1=NCCS1,-1.4,4,7,-1,3,-6,2,9,-1,-2
CCOC(=O)c1cn(CC(=O)Nc2ccc(CC)cc2)nn1,-1.3,-1,.,1,2,7,26,2,.,-26
CN(C)S(=O)(=O)c1cccc(NC(=O)COC(=O)CCOc2ccccc2)c1,0.1,-2,-1,-3,-2,4,6,3,-3,-6
CN1CCN(CCNC(=O)c2cc3c(=O)n(C)c4ccccc4c3n2C)CC1,-1.3,-21,.,-2,8,10,-13,9,4,13
Cc1c(N2C(=O)/C(=C/c3ccc(N(C)C)cc3)N(C)C2=S)c(=O)n(-c2ccccc2)n1C,1.6,2,-6,14,-7,10,-7,10,-1,7
O=C(NCCc1ccc(F)cc1)Nc1ccccc1,0.9,-5,.,-4,0,-11,-1,1,3,1
CCOCCCn1c(=N)c(S(=O)(=O)c2ccc(C)cc2)cc2c(=O)n3cc(C)ccc3nc21,0.7,6,-5,-7,0,-6,.,6,0,.
Cc1oc(C(=O)O)cc1COc1ccccc1Cl,-0.2,-2,-10,-2,2,7,4,10,59*,-4
O=C1CCC(=O)N1c1nc2nc(-c3ccccc3)cc(=O)n2[nH]1,-0.5,4,0,-5,10,9,7,6,1,-7

# Fetched by compound from above, 2 records:
SMILES,CDK5 p35 inh,dFosB activator,MITF act,cardiac RTF act,HTR5A ag,PvdQ acylase,SR-BI uptake up,Rtt109 Vps75,Wnt act,SR-BI HDL uptake
O=C(CSc1ccccc1)NC1=NCCS1,-1.4,4,7,-1,3,-6,2,9,-1,-2
COc1ccccc1NC(=O)C1=C(C)Nc2nc(-c3ccc(N(C)C)cc3)nn2C1c1ccncc1 (stereo not given),2.5,-1,.,0,-1,-4,-20,-2,-9,20

# An excerpt of these results, with tabs:
smiles	CDK5 p35 inh	dFosB activator	MITF act	cardiac RTF act	HTR5A ag	PvdQ acylase	SR-BI uptake up	Rtt109 Vps75	Wnt act	SR-BI HDL uptake
Cc1c(N2C(=O)/C(=C/c3ccc(N(C)C)cc3)N(C)C2=S)c(=O)n(-c2ccccc2)n1C	1.6	2	-6	14	-7	10	-7	10	-1	7
O=C(NCCc1ccc(F)cc1)Nc1ccccc1	0.9	-5	.	-4	0	-11	-1	1	3	1
CCOCCCn1c(=N)c(S(=O)(=O)c2ccc(C)cc2)cc2c(=O)n3cc(C)ccc3nc21	0.7	6	-5	-7	0	-6	.	6	0	.
Cc1oc(C(=O)O)cc1COc1ccccc1Cl	-0.2	-2	-10	-2	2	7	4	10	59*	-4
O=C1CCC(=O)N1c1nc2nc(-c3ccccc3)cc(=O)n2[nH]1	-0.5	4	0	-5	10	9	7	6	1	-7

# More results.
SMILES,CDK5 p35 inh,dFosB activator,MITF act,cardiac RTF act,HTR5A ag,PvdQ acylase,SR-BI uptake up,Rtt109 Vps75,Wnt act,SR-BI HDL uptake
O=S(=O)(NCCc1cccs1)c1ccc(Br)cc1,-0.5,-5,20,-6,2,1,.,-2,2,.
N#CC(/C(=N/S(=O)(=O)c1cccs1)c1ccccc1)c1nc2ccccc2[nH]1 (stereo not given),0.0,13,1,-1,7,-11,17,-4,.,-17
COc1ccc2[nH]cc(CCN=C3SCC(=O)N3C)c2c1,-0.7,7,.,-4,6,-12,-9,-7,-23,9
O=C(COc1cccc2ccccc12)N/N=C/C=C/c1ccccc1,-1.0,5,-4,-4,2,-6,30,.,-5,-30
CCOC(=O)Cn1nnnc1CN(CCc1ccccc1)Cc1cc2cc(CC)ccc2[nH]c1=O,2.7,-16,0,-10,-3,3,4,1,.,-4
Cc1cc([N+](=O)[O-])nn1CCCC(=O)Nc1cc(Cl)ccc1Cl,-1.0,-7,6,0,8,-15,.,-2,0,.
CCCNc1[nH]c(=O)n(C)c(=O)c1N=O,0.3,-9,-4,-8,9.6*,6,15,.,.,-15
COC(=O)COc1ccc(S(=O)(=O)N2CCc3ccccc3C2)cc1C,-1.4,1,0,3,-3,-5,-15,-1,.,15
CN(C)S(=O)(=O)c1ccc(C(=O)Oc2cc(=O)[nH]c3ccccc23)cc1,-2.1,-1,-17,16,3,-1,.,-2,.,.
CN(Cc1ccccc1)S(=O)(=O)c1ccccc1[N+](=O)[O-],-0.1,-9,5,2,6,-7,-18,-1,-3,18
COC(=O)c1ccc(SCc2cnc(Cl)s2)cc1,3.5,-7,.,6,-1,-19,21,3,.,-21
COc1ccc(-c2nc(-c3ccccc3)c(-c3cc([N+](=O)[O-])ccc3C)[nH]2)cc1O,1.0,-7,8,0,2,-2,-29,17,.,29
O=C(Nc1c(S(=O)(=O)c2ccc(Cl)cc2)csc1Br)c1ccccc1Cl,-0.3,-13,.,12,-1,-4,5,10,3,-5
CC(C)Oc1cccc(C(=O)C2CCCN(C(=O)c3ccc4c(c3)OCO4)C2)c1 (stereo not given),.,-9,-1,-3,-2,-7,8,2,0,-8
C#CC[N+](C)(C)CC#Cc1ccccc1,-5.9,-1,9,-5,-1,1,16,-1,-2,-16
C=CCSc1nnc(NC(=O)COc2ccc3ccccc3c2)s1,-0.4,10,-11,3,6,-16,23,.,2,-23
COc1ccc(NC(=O)COC(=O)c2ccco2)c([N+](=O)[O-])c1,-1.0,8,3,-2,-1,-2,1,3,-1,-1
O=C(O)CC1(C(=O)O)CCCC1,-1.8,-1,7,-5,-1,4,14,9,-3,-14
COc1ccccc1N1CCN(C(=O)c2noc(C(C)C)c2[N+](=O)[O-])CC1,0.8,1,3,-5,-2,1,3,21,.,-3
CCOc1ccc2nc(N(CCN(C)C)C(=O)c3ccc4ccccc4c3)sc2c1,0.5,19*,17,-1,2,-2,-23,10,-1,23
Cc1ccc(S(=O)(=O)c2c(N)n(/N=C/c3ccco3)c3nc4ccccc4nc23)cc1C,-0.9,-9,-2,-5,-5,2,18,-13,.,-18
Cc1ccccc1N(C(=O)CCC(=O)Nc1ccccn1)C(C(=O)NC(C)C)c1ccc(O)cc1 (stereo not given),1.5,-10,-5,-1,7,9,14,9,.,-14
